# E-sel TNF inh = TNF alpha driven E-selectin expression inhibition; HUVEC TNFa-induced E-selectin immunofluorescence, high content; inhibition, % at 2 µM; 120,000 tested, 0.71% active;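 active means inhibition above the batch mean plus 3 SD, and confirmed as a hit on visual image review, cut at about 43% in these data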;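 further: 0% = TNF-stimulated DMSO wells and 100% = unstimulated control wells; not every result past the cut was called active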
# HCT116 bCat-KO = beta-catenin-lacking colon tumor cell growth suppression. 140,000 tested, 1.5% active. HCT116 beta-catenin knockout viability, CellTiter-Glo, 60 h; active compounds read low. AID 818. viability, % at 10 µM;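 active means viability at or under a set limit, the compound median less 4 SD, cut at about 6% in these data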;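 further: 0% = Hyamine 1622 control at 20 µM and 100% = untreated cell control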
# Measles CPE = protection of cells from measles virus; 140,000 tested, 1.5% active; Measles virus-infected cells, CPE protection, absorbance; protection (pct of control), % at 4 µM; in the data active means protection mostly above about 24%, no sharp cut-off; inactive means mostly below about 26%; further: some compounds called inactive have numbers as strong as hits
# Yeast growth inh = chemicals that inhibit yeast BB579 growth in restrictive medium (lifespan-shortening candidates); S. cerevisiae BB579 growth, OD615, 48 h; inhibition, % at 10 µM; 140,000 tested, 0.51% active;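 active means inhibition above a set limit, 3 SD over the mean compound inhibition, cut at about 44% in these data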; further: inactives centre near -24
#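 Detection: OD615 turbidity measurement; Material: Saccharomyces cerevisiae DeaD strain BB579, replicative lifespan model yeast; Timing: 48 h exposure, 30 °C; Doses: single 10 µM dose; Medium: CSMM-D restrictive synthetic medium containing dextrose (glucose); Controls: amphotericin B at 10 µg/mL as positive control.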
# NPY Y2 blocker = blocks the human neuropeptide Y Y2 receptor; AID 793; 140,000 tested, 0.99% active; P49146; inhibition, % at 2.7 µM; NPY-Y2 expressing cells, antagonist mode; in the data active means inhibition above about 17%;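 further: 0% = vehicle with agonist challenge and 100% = reference antagonist with challenge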
# Target sequence (P49146 whole entry, looked up): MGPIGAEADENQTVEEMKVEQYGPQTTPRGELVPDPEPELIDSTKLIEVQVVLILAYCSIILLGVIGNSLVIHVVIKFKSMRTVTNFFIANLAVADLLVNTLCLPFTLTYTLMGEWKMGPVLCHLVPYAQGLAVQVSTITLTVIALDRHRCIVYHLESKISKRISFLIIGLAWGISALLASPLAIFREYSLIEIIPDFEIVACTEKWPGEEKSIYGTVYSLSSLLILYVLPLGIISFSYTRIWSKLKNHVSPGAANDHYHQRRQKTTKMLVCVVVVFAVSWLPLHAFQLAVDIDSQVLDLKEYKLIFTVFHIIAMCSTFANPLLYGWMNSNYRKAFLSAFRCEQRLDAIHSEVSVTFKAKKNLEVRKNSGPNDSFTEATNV
# GALR2 antag = antagonists of human galanin receptor 2 (GALR2); GALR2-expressing cells, antagonist mode; O43603; AID 828; 140,000 tested, 0.39% active; inhibition, % at 4 µM; in the data active means inhibition above about 27%;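 further: cells stimulated with galanin 1-16 at roughly its EC80; 0% = agonist challenge control and 100% = basal control without agonist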
# Target sequence (O43603 whole entry, looked up): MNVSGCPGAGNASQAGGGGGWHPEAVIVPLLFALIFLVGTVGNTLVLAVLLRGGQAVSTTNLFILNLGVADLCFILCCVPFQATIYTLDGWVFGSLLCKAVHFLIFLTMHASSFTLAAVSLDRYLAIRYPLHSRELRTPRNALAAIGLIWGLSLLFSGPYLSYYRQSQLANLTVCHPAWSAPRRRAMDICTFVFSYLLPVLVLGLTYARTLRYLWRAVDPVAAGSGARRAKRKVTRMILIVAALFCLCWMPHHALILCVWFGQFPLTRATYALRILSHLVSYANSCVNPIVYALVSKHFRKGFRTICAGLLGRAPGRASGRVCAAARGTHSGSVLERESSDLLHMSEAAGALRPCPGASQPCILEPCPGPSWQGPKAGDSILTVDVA
# Yeast lifespan up = yeast lifespan extension. inhibition of the nicotinamide effect, % at 10 µM. S. cerevisiae growth with nicotinamide, OD615; deaD strain in restrictive glucose medium. 130,000 tested, 0.68% active;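 active means inhibition above a set limit, placed 3 SD over the median of all compounds, cut at about 26% in these data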;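 further: 0% = nicotinamide-treated wells and 100% = cells grown without nicotinamide; some compounds called inactive have numbers as strong as hits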
#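 Test system: DeaD-strain S. cerevisiae / Buffer or medium: restrictive glucose medium / Also added: nicotinamide 1.5 mM / Doses: one concentration, 10 µM, DMSO 0.25% / Schedule: 48 h at 30 °C / Signal: OD615 measurement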
# PTEN del growth = suppresses growth of cells with PTEN deletion | HCT116 PTEN-null viability, CellTiter-Glo, 60 h; active compounds read low | viability, % at 10 µM | 140,000 tested, 1.2% active;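 active means viability at or below a set limit, 4 SD under the median of all tested compounds, cut at about 3.7% in these data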;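 further: PTEN knockout HCT116 line with beta catenin targeted HCT116 as companion control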
# MRP1 act = activators of MRP-1; H69AR cells + doxorubicin, viability rescue, CellTiter-Glo; viability increase, % at 10 µM; 140,000 tested, 0.61% active; AID 799;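 active means viability gain under doxorubicin at or above a set limit, the compound median plus 3 SD, cut at about 4.7% in these data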;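 further: MRP-1 overexpressing cells given doxorubicin 25 µM after compound pretreatment; 18-22 h compound pretreatment then 72 h with doxorubicin before readout; 0% = doxorubicin-only wells and 100% = vehicle-treated cells without doxorubicin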
# Phagocyt inh = inhibitors of macrophage phagocytosis | inhibition, % at 5 µM | 110,000 tested, 0.07% active | AID 1029 | J774A.1 macrophage IgG-bead phagocytosis, imaging;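 active means inhibition above the mean of the plate negative controls plus 5 SD, cut at about 13% in these data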;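 further: phagocytic index as fraction of beads internalized from green versus red external bead signal; plate controls were DMSO negative control for no effect and cytochalasin-D positive control for full effect; some results beyond the cut were filed as inactive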
# * marks the source's active call; other numbers are inactive results; / = no result given. Outcome played no part in choosing rows; overall some 6.1% were active at least once.
nr	Molecule	E-sel TNF inh	HCT116 bCat-KO	Measles CPE	Yeast growth inh	NPY Y2 blocker
1	CC1=C(C(=O)OC(C)C)C(c2cccnc2)C2=C(CC(C)(C)CC2=O)N1 (stereo unspecified)	-6	94	4	-40	3
2	C/C(CC(=O)Nc1c(C)cc(C)cc1C)=N\NC(=O)c1cnccn1	0	83	5	-20	1
3	O=[N+]([O-])c1cc(Oc2cccnc2)cc([N+](=O)[O-])c1	20	89	55*	2	2
4	CCn1nc(C(=O)NCc2ccco2)c(Cl)c1Cl	/	94	20	-6	0
5	CCOc1cc(C2Nc3ccccc3C(=O)N2c2ccccc2OC)ccc1O (stereo unspecified)	10	88	4	-11	2
6	O=C(Oc1ccc(-c2cn3c(n2)SCC3)cc1)c1ccccc1	12	72	14	-24	2
7	COc1ccc(C(=O)CSc2nc3ccccc3n2CC(=O)NC(C)(C)C)cc1	20	100	25	-34	-4
8	CC1=C(C(N)=O)C(c2ccc(Cl)cc2)NC(=O)N1 (stereo unspecified)	-20	87	15	-18	0
9	Cn1cc(Cl)c(C(=O)NNC(=S)NC2CCCCC2)n1	/	96	6	-39	4
10	C=CCn1nnnc1SCC(=O)Nc1ccccc1C(=O)OC	-57	99	6	-26	2

nr	GALR2 antag	Yeast lifespan up	PTEN del growth	MRP1 act	Phagocyt inh
1	-6	/	108	-2.5	/
2	-1	10	93	-0.1	-8
3	5	-4	97	-3.4	-1
4	0	-1	102	-2.9	-5
5	-12	-32	86	-0.1	-2
6	-6	-15	62	2.3	-1
7	-2	-1	91	-0.9	-1
8	1	-2	83	-3.3	/
9	2	9	101	0.9	-2
10	8	-2	104	-1.2	-1

# (further entries)
nr	Molecule	E-sel TNF inh	HCT116 bCat-KO	Measles CPE	Yeast growth inh	NPY Y2 blocker
11	O=C(NCc1cccs1)C1CCN(S(=O)(=O)c2ccc3c(c2)OCCO3)CC1	/	100	13	-84	2
12	CN(C)CCNc1nc2c(c(=O)[nH]c(=O)n2C)n1CC(O)COc1ccc(Cl)cc1Cl (stereo unspecified)	-6	7	34	-10	2
13	COCCCNC(=O)c1ccc(Cn2c(=O)[nH]c3ccccc3c2=O)cc1	34	56	10	-12	1
14	c1coc(CNc2nc(N3CCCCC3)nc3ccccc23)c1	-10	24	8	-10	26*
15	CCOC(=O)C1(Cc2ccc(O)cc2)NC(c2ccccc2F)C2C(=O)N(C)C(=O)C21 (stereo unspecified)	/	89	5	9	0
16	CS(=O)(=O)c1ncc(Cl)c(C(=O)Nc2ccc(N3CCOCC3)cc2)n1	/	99	2	-46	2
17	Cc1ccc(NC(=O)CSc2nccc(=O)[nH]2)c(S(=O)(=O)N2CCOCC2)c1	-18	85	2	30	2
18	O=C(Nc1ccccc1N1CCOCC1)c1cccc([N+](=O)[O-])c1	/	95	13	-25	3
19	CCOc1nc(NCCC2=CCCCC2)nc(N2CCOCC2)n1	-2	87	1	-31	0
20	O=C(O)C1C2C=CC(C2)C1C(=O)OCC1CCCO1 (stereo unspecified)	/	99	4	-14	5

nr	GALR2 antag	Yeast lifespan up	PTEN del growth	MRP1 act	Phagocyt inh
11	3	-10	104	-0.9	-1
12	-13	-8	7	-1.1	-1
13	-3	0	57	-2.6	/
14	15	-14	29	-6.4	0
15	6	-9	87	0.3	0
16	29*	-13	96	-0.4	0
17	6	-13	90	1.3	1
18	-1	1	100	-1.2	/
19	1	0	92	-2.3	-1
20	2	3	105	-1.2	3

# Reformatted: results already given.
cpd	SMILES	E-sel TNF inh	HCT116 bCat-KO	Measles CPE	Yeast growth inh	NPY Y2 blocker	GALR2 antag	Yeast lifespan up	PTEN del growth	MRP1 act	Phagocyt inh
17	Cc1ccc(NC(=O)CSc2nccc(=O)[nH]2)c(S(=O)(=O)N2CCOCC2)c1	-18	85	2	30	2	6	-13	90	1.3	1
4	CCn1nc(C(=O)NCc2ccco2)c(Cl)c1Cl	/	94	20	-6	0	0	-1	102	-2.9	-5
9	Cn1cc(Cl)c(C(=O)NNC(=S)NC2CCCCC2)n1	/	96	6	-39	4	2	9	101	0.9	-2
6	O=C(Oc1ccc(-c2cn3c(n2)SCC3)cc1)c1ccccc1	12	72	14	-24	2	-6	-15	62	2.3	-1
11	O=C(NCc1cccs1)C1CCN(S(=O)(=O)c2ccc3c(c2)OCCO3)CC1	/	100	13	-84	2	3	-10	104	-0.9	-1
13	COCCCNC(=O)c1ccc(Cn2c(=O)[nH]c3ccccc3c2=O)cc1	34	56	10	-12	1	-3	0	57	-2.6	/

# Next structures:
nr	Molecule	E-sel TNF inh	HCT116 bCat-KO	Measles CPE	Yeast growth inh	NPY Y2 blocker
21	N/C(=N\OS(=O)(=O)c1cccc([N+](=O)[O-])c1)c1ccncc1	/	99	11	-16	0
22	COc1ccc(OC)c(C2C3=C(N=C4SCC(=O)N42)c2ccccc2CC3)c1 (stereo unspecified)	-9	81	8	-38	2
23	Cc1ccccc1CSc1ccc(-c2ccc3c(c2)OCO3)nn1	/	99	15	-23	7
24	COc1ccc(N(CC(=O)NC2CCCC2)C(=O)c2ccc(N3CCCCC3)nc2)cc1	-9	91	9	-17	2
25	COc1ccc(CC(=O)O/N=C(\N)Cc2ccc(OC)c(OC)c2)cc1	36	94	7	-9	8
26	COc1ccc(S(=O)(=O)N(C)CC(=O)Nc2ccc(C(F)(F)F)cc2)cc1Cl	-6	86	5	-55	-4
27	O=C(N/N=C/c1c[nH]c2ccccc12)c1cc(-c2ccc3ccccc3c2)n[nH]1	-31	19	2	-22	0
28	CC1(C)CC(=O)C2=C(C1)NCN(Cc1ccc3c(c1)OCO3)C2	49*	94	1	-26	3
29	O=C1Nc2ncccc2OC1CCCl (stereo unspecified)	17	94	25	-35	-1
30	Cc1sc2ncnc(NCc3ccco3)c2c1C	10	51	13	-8	5

nr	GALR2 antag	Yeast lifespan up	PTEN del growth	MRP1 act	Phagocyt inh
21	-8	6	103	0.8	-3
22	5	-26	77	-3.6	0
23	-6	1	89	3.7	-9
24	1	-6	92	-3.0	-1
25	-6	-10	100	-0.2	/
26	-4	-10	85	0.0	3
27	9	-8	17	-0.1	12
28	4	-8	106	-2.4	0
29	-3	-6	109	0.9	0
30	6	-13	51	-4.1	0

# Next records
nr	Molecule	E-sel TNF inh	HCT116 bCat-KO	Measles CPE	Yeast growth inh	NPY Y2 blocker
31	O=c1/c(=C\c2cccn2-c2ccccc2)sc2nc3ccccc3n12	-36	93	3	-30	3
32	COc1ccc2nc(C)cc(SCC(=O)N/N=C/c3ccc(O)cc3O)c2c1	15	9	9	-16	-1
33	CC(C)CC(=O)c1c[nH]c(C(=O)NCCCN2CCOCC2)c1	/	91	3	-21	1
34	COc1ccc(S(=O)(=O)Nc2nnc(C(C)(C)C)s2)cc1	/	89	7	-56	2
35	Cc1ccc(OC(=O)CCC(=O)Nc2ccc(Br)cc2)cc1	-3	89	2	3	3
36	CCc1ccc(-c2nc(CSCC(=O)NCCCN3CCCC3=O)c(C)o2)cc1	/	85	5	-31	5
37	CCOC(=O)C1=C(C(F)(F)F)Nc2ncnn2C1c1cc(OC)ccc1OC (stereo unspecified)	/	86	5	-54	2
38	O=C(O)c1cc2cc(Cl)ccc2oc1=O	/	99	26	9	7
39	O=C(COc1ccccc1/C=C1/NC(=O)NC1=O)Nc1ccccc1	/	94	27	-13	2
40	Cc1nn(CCO)c2nc(-c3cccs3)cc(C(F)(F)F)c12	3	95	7	-27	2

nr	GALR2 antag	Yeast lifespan up	PTEN del growth	MRP1 act	Phagocyt inh
31	4	-5	102	-0.3	2
32	-2	3	12	-2.1	0
33	5	-8	95	-0.3	-1
34	-18	30	100	-1.4	-1
35	-6	0	96	-1.2	-1
36	1	-6	84	-2.2	/
37	9	6	93	-2.5	2
38	0	-10	98	0.3	/
39	12	6	93	-1.8	-2
40	-7	-3	82	-0.8	-1

# Other entries:
nr	Molecule	E-sel TNF inh	HCT116 bCat-KO	Measles CPE	Yeast growth inh	NPY Y2 blocker
41	O=C(C1CCCO1)N1CCN(S(=O)(=O)c2cccc3nsnc23)CC1 (stereo unspecified)	5	106	50	-29	3
42	CC(C)n1c(=NC(=O)c2ccco2)c(C#N)cc2c(=O)n3ccccc3cc21	/	75	10	-2	4
43	CCOC(=O)n1c(=O)n(Cc2ccccc2Cl)c2ccccc21	-1	98	5	-40	4
44	COc1ccccc1C(O)(C(=O)NNc1cccc(C)c1)c1ccccc1OC	-22	76	3	-12	0
45	C=CCn1c(SCC(=O)NC(=O)NCc2ccco2)nc2sc(CC)cc2c1=O	-6	92	35	-77	1
46	CCCNC(=O)C1CN(S(=O)(=O)c2ccccc2)CCN1S(=O)(=O)c1ccccc1 (stereo unspecified)	-6	91	5	-25	-2
47	CC(=O)Nc1ccc(OCC(O)CN2C(C)CCCC2C)cc1 (stereo unspecified)	/	90	3	-46	1
48	O=C(NCc1ccc(F)cc1)c1cc2sccc2n1Cc1ccc(F)cc1	-32	64	6	-64	1
49	Cc1nn(C2CCS(=O)(=O)C2)c(Cl)c1/C=C/C(=O)OCC(=O)c1cc(C)n(-c2ccc(F)cc2)c1C (stereo unspecified)	16	19	46*	4	3
50	Cc1ccc(-c2nnc(SCC(=O)N3CC(C)CC(C)C3)o2)cc1C (stereo unspecified)	-25	83	12	-51	12

nr	GALR2 antag	Yeast lifespan up	PTEN del growth	MRP1 act	Phagocyt inh
41	11	-10	105	-1.2	-1
42	0	-5	83	-3.5	/
43	-4	12	85	-3.2	/
44	11	7	84	-1.8	-11
45	0	-4	107	-2.1	-1
46	-4	-11	98	0.4	-2
47	-1	6	102	0.0	-8
48	3	/	63	0.5	/
49	19	2	31	0.8	-7
50	-11	14	76	-1.9	/

# Looked up above.
# `C=CCn1c(SCC(=O)NC(=O)NCc2ccco2)nc2sc(CC)cc2c1=O` | MRP1 act: -2.1
# `O=C(NCc1ccc(F)cc1)c1cc2sccc2n1Cc1ccc(F)cc1` | NPY Y2 blocker: 1
# `Cc1ccc(-c2nnc(SCC(=O)N3CC(C)CC(C)C3)o2)cc1C` (stereo unspecified) | Measles CPE: 12

# The list continues:
nr	Molecule	E-sel TNF inh	HCT116 bCat-KO	Measles CPE	Yeast growth inh	NPY Y2 blocker
51	CCOC(=O)c1cnc2c(N=Nc3cccc(Cl)c3)c(N)nn2c1N	36	3.4*	10	-23	2
52	Cc1nc(SCc2ccc([N+](=O)[O-])cc2)nc2ccccc12	-30	99	15	2	7
53	Cc1cc(OCCn2ccnc2)cc(C(C)C)c1	-51	89	6	-15	4
54	COc1ccc(C(C)=O)cc1CN1C(=O)NC2(CCCCCC2)C1=O	-1	94	7	-17	5

nr	GALR2 antag	Yeast lifespan up	PTEN del growth	MRP1 act	Phagocyt inh
51	7	-7	2.5*	3.2	/
52	10	-13	93	0.4	0
53	12	5	93	-0.7	/
54	-2	-14	101	-0.8	-1

# Screening data (PubChem)
